# Bioassay records: PubChem BioAssay, National Center for Advancing Translational Sciences (NCATS)
# Pf growth 96h = inhibits malaria parasite growth, 96 h | P. falciparum luciferase reporter growth, 96 h | Potency, µM (titrated, usually from 28.7 µM), for inactives: at the highest dose activity change, negative = inhibition, usual class: inhibitors | 6.9% of 320,000 active | AID 504834; also: potency is read from the fitted curve at half-maximal effect; % is scaled to controls: 0 for no effect and ±100 for the full control effect
#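 Delayed-death screen, second-generation endpoint: infected erythrocytes, 2% hematocrit, 0.05% parasitemia final; 96 hours at 37 C, 5% CO2; luciferase detection reagent; luminescence decrease equals reduced growth.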
# Shiga inhibitor = inhibitors of Shiga toxin in Vero cells; Vero cells, Shiga toxin protein synthesis inhibition reporter; inhibition, % at 38.7 µM; 9.2% of 290,000 active; AID 2315; in the data active = inhibition mostly above about 28%, no sharp cut-off; inactive = mostly below about 43%; also: 0% is about no effect
# Pf growth 48h = P. falciparum growth inhibition at 48 hours (one generation). P. falciparum luciferase growth in erythrocytes, 48 h. Potency, µM (doses to about 28.7 µM), inactives show top-dose activity change, negative = inhibition, usual class: inhibitors. 5.9% of 310,000 active. AID 504832; also: potency is read from the fitted curve at half-maximal effect; % is scaled to controls: 0 for no effect and ±100 for the full control effect
#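 Luminescence readout; reporter = integrated firefly luciferase in P. falciparum. RBC culture at 2% hematocrit, 0.1% parasitemia final, 37 C/5% CO2; decreased signal taken as growth inhibition.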
# Cycloheximide cs = counter-screen hit for Shiga toxin inhibitors, cycloheximide; cell reporter, cycloheximide protein synthesis inhibition counterscreen; max response, %; 12% of 300,000 active; AID 2314; in the data active = max response mostly above about 13%, no sharp cut-off; inactive = mostly below about 14%; also: read at 38.3 µM for the half of the compounds with a filed dose; 0% is about no effect
# FBPA Giardia inh = Giardia lamblia aldolase inhibition | 0.71% of 290,000 active | purified Giardia FBPA | Potency, µM (series often up to 59.6 µM), inactives show at the top dose activity, negative = inhibition, usual class: inhibitors; also: potency is read from the fitted curve at half-maximal effect; % is scaled to controls: 0 for no effect and ±100 for the full control effect; nearly all actives have a fitted effect of over 55% in size
# Target sequence (A8B2U2 whole entry, looked up): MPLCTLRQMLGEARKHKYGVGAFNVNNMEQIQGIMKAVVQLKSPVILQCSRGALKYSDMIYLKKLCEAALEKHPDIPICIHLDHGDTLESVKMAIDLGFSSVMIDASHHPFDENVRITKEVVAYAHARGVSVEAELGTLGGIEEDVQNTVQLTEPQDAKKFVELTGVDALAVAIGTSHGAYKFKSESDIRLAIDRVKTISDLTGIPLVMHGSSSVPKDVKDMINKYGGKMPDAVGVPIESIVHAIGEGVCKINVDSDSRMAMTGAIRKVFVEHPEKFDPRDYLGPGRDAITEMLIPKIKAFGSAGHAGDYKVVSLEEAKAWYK
#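 40 nM FBPA preincubated 10 min at RT with compound (up to 57.5 uM final), then substrate plus GAPDH/TPI/NAD/arsenate coupling and diaphorase/resazurin added. Fluorescence read after 20 min at RT, 525/598 nm.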
# HCV inh = HCV inhibition. 3.4% of 340,000 active. Huh7.5.1 HCVcc-Cre infection, luciferase reporter, 44 h. Potency, µM (titrated, usually from 41.8 µM), for the others: at the top dose activity change, negative = inhibition, hits mostly inhibitors; also: potency is read from the fitted curve at half-maximal effect; % is scaled to controls: 0 for no effect and ±100 for the full control effect
#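 Reporter virus HCVcc-Cre (~0.5 moi) infects cells exposed to compound; seeding density 1,000 cells/well with 4 h settling beforehand. Luminescence, 15 sec read, taken 44 h post-infection following a 15 min RT substrate incubation.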
# Numbers without * were called inactive; u = inconclusive; x = not tested or not shown; [ ] = another dose, or the depositor's remark. Unless noted, calls follow the shape of the dose curve; as a rule, active = well fitted curve in the direction sought with a large enough effect; inconclusive = small, poorly fitted or top-dose-only effect, or another doubt; inactive = no such curve, though single readings can be large; an effect the other way counts as inactive or inconclusive.
SMILES,Pf growth 96h,Shiga inhibitor,Pf growth 48h,Cycloheximide cs,FBPA Giardia inh,HCV inh
CCN(CC)C(=O)CSc1ncnc2c(-c3cccs3)nsc12,u,78,42%[activator],13,10%,3%
O=C(NC(=S)Nc1ccc(N2CCOCC2)cc1)c1cccc([N+](=O)[O-])c1,130%[activator],-3,20%,-1,1%,8%
O=C(NCCc1ccccc1)c1ccc(Cl)c(S(=O)(=O)N2CCCC2)c1,10µM*,-16,-16%,2,x,10µM*
Clc1ccccc1OCCN1CCCCC1,4%,-3,7%,1,u,-1%
O=C(CNC(=O)c1cccs1)Nc1ccncc1,2%,x,7%,x,x,7%[8.37 µM]
COc1cccc(CN2C(=O)NC3(CCCCCC3)C2=O)c1,37%[activator],-10,9%,2,-2%,-9%
Cc1ccc(S(=O)(=O)N2CCCC2)cc1C(=O)NCCN1CCOCC1,20%,28*,u,29*,x,25%
COc1ccc(C(=O)N2CCCC(C(=O)c3ccccc3OC)C2)cc1OC (configuration not stated),-26%,32,6%,10,x,7%
Cc1cc(C(=O)N/N=C/c2cccnc2)n[nH]1,26%,22,27%,2,0%,2%
Cc1occc1C(=O)NC1CCCCCC1,-8%,51,-14%,17,5%,15%
CCC(=O)c1cc(F)c(N2CCN(C(=O)c3ccco3)CC2)cc1C,u,45*,u,24*,5%,3%
C[n+]1cccc(C(=O)NNC(=O)C23CC4CC(CC(C4)C2)C3)c1,45%[activator],-18,28%,8,-3%,8%
Cc1ccc(S(=O)(=O)N(C)CC(=O)N(CC(C)C)C2CCS(=O)(=O)C2)cc1 (configuration not stated),u,x,11%,x,x,-12%
CCN=C1SC(CC(=O)NCC)C(=O)N1CC (configuration not stated),x,2,0%,-4,1%,0%
CCCN(CC(=O)Nc1ccccc1C)C(=O)c1ccc2c(c1)OCO2,-1%,x,4%,x,x,3%
Cn1cccc1Cc1nnc(SCC(=O)N2CCCCCC2)n1-c1ccc(F)cc1,6%,-4,x,0,0%,-6%
O=C1c2ccccc2C(=O)N1CN(C(=O)COc1ccccc1)c1ccccc1,u,-17,18%,-6,6%,25%
CN1CCC2(O)OCCCC2C1 (configuration not stated),-3%,-9,17%,1,7%,12%
CCCC(=O)Nc1nn(CC(C)C)c2nc3cc(C)ccc3cc12,u,5,-2%[0.00184 µM],-4,6%,-16%
CCOC(=O)c1ccc(NC(=O)CN2CCN(C(=O)c3ccco3)CC2)cc1,-3%,-13,9.3µM*,-4,x,-6%
COc1ccc(OC)c(S(=O)(=O)Nc2cccc(C(C)=O)c2)c1,0%,7,-15%,-2,6%,-29%
COc1ccc(-n2c(SCC(=O)N3CCCCC3)nc3ccccc3c2=O)cc1,8%,-3,3%,1,3%,2%
CCn1c(C2CC(=O)N(c3cc(C)cc(C)c3)C2)nc2ccccc21 (configuration not stated),7%,-6,-11%,-5,3%,u
CC(=O)NC(CC(=O)Oc1ccc(C)cc1Br)c1ccccc1 (configuration not stated),u,-19,-15%,-4,x,-4%
COc1ccc(COC(=O)C2=C(C)NC(=O)NC2c2ccc(O)c(OC)c2)cc1 (configuration not stated),10µM*,-5,x,-4,3%,-17%
O=P(c1ccccc1)(c1ccccc1)C1CCCO1 (configuration not stated),13%,-11,x,0,2%,21%
O=C(Nc1ccccc1)C1CC(=O)n2c(nc3ccccc32)N1 (configuration not stated),16%,-3,-4%,-5,1%,22%
COc1cc(C(c2nnnn2C2CCCC2)N2CCN(C(=O)c3ccco3)CC2)cc(OC)c1OC (configuration not stated),5%,-7,-19%,-2,u,5%
Cc1[nH]c2ccccc2c1C(=O)C(=O)N1CCN(c2cccc(Cl)c2)CC1,u,-8,14%,-2,x,u
O=C(Oc1ccc([N+](=O)[O-])cc1)c1cc(-c2ccccc2)nc2ccccc12,0%,28,21%,-2,6%,2%

# A section from further up:
SMILES,Pf growth 96h,Shiga inhibitor,Pf growth 48h,Cycloheximide cs,FBPA Giardia inh,HCV inh
COc1cc(C(c2nnnn2C2CCCC2)N2CCN(C(=O)c3ccco3)CC2)cc(OC)c1OC (configuration not stated),5%,-7,-19%,-2,u,5%
Cc1[nH]c2ccccc2c1C(=O)C(=O)N1CCN(c2cccc(Cl)c2)CC1,u,-8,14%,-2,x,u
O=C(Oc1ccc([N+](=O)[O-])cc1)c1cc(-c2ccccc2)nc2ccccc12,0%,28,21%,-2,6%,2%

# Carrying on.
SMILES,Pf growth 96h,Shiga inhibitor,Pf growth 48h,Cycloheximide cs,FBPA Giardia inh,HCV inh
CC1=C(C(=O)OC2CCCCC2)C(c2cccnc2)n2nnnc2N1 (configuration not stated),2%,-7,13%,-1,0%,u
CCn1cc(C(=O)O)c(=O)c2cnc(N3CCCC3)nc21,-24%[12.8 µM],x,-18%[12.8 µM],x,1%,x
CC1=NN(c2ccccc2)C(=O)/C1=C/C=C/C=C/N(C)C,-7%,32,17%,-3,-25%,u
Cc1ccc(SCc2[nH]nc3c2C2(CCSCC2)C(C#N)=C(N)O3)cc1,x,7,12%,-1,-1%,-5%
Cc1nn(-c2ccccc2)c2c1C(c1ccco1)C(C#N)=C(N)O2 (configuration not stated),5%,55*,u,40*,u,13%
O=C(COC(=O)c1cc(Br)ccc1O)NNC(=O)c1ccc(Cl)cc1,32%[activator],x,32%[activator],x,x,1%
CCOC(=O)N1CCN(c2c(-c3ccc(C(C)C)cc3)c(=O)c2=O)CC1,u,-14,38%[activator],-6,2%,-7%
COP(=O)(OC)C1(Nc2ccc(C)cc2)CCCCC1,0%,-3,x,1,1%,-4%
CCOc1ccc(-c2noc(CCC(=O)NCCc3ccccc3)n2)cc1OC,u,-7,37%[activator],5,3%,-4%
CCCn1c(=O)n(N)c2ccccc21,18%,10,-2%,-3,4%,7%
CCCc1n[nH]c2c1C(=O)C(C(=O)OC)C(C)(C)C2 (configuration not stated),u,17,0%,-1,1%,3%
O=C(NCc1ccccc1)C1CC(=O)N(c2ccc(OCC(=O)N3CCOCC3)cc2)C1 (configuration not stated),44%[activator],-20,8%,-3,0%,27%
OCCNc1nc(-c2ccccc2)c2cc(Br)ccc2n1,u,-7,-18%,-3,3%,u
CCC(=O)Nc1cccc(NC(=O)COc2ccc(OC)cc2)c1,u,29,20%,2,1%,u
CN(C)c1ccc(C(CC(=O)O)C(=O)O)cc1 (configuration not stated),40%[activator],74*,32%[activator],39*,-20%,15%
CCN1CCN(C(=O)C2=CC(c3ccc(C)cc3)=NS(=O)(=O)N2C)CC1,u,5,-18%,-1,5%,1%
O=C(Nc1nn(Cc2ccccc2F)cc1Br)c1cccs1,0%,1,8%,13,-3%,u
CCOC(=O)N1CCN(c2cc(=O)n(C3CCCCC3)c(=O)[nH]2)CC1,u,-3,-6%,0,-3%,9%
COCCNC(=O)c1c(CSc2ccc(F)cc2)noc1C(=O)NCc1ccccc1,21%,24,5%,1,-9%,-21%
Cc1ccc(S(=O)(=O)NCC(=O)OCC(=O)Nc2ccc3c(c2)OCCO3)cc1,0%,x,3%,x,x,11%
Cc1c(C=O)c2ccccn2c1C(=O)c1ccc(F)cc1,-29%,-8,u,-9,-3%,-8%
O=C(Nc1ccccc1)NC1CCN(Cc2ccccc2)CC1,3%,-14,-23%,-2,-1%,-12%
CN(C)C(CNC(=O)c1oc2ccccc2c1CSc1ncn[nH]1)c1ccco1 (configuration not stated),-36%,-4,u,9,-5%,-1%
CN(Cc1ccc(F)cc1)C(=O)c1cccc(NS(=O)(=O)c2ccccc2)c1,16%,-19,14%,0,x,-18%
O=C(COC(=O)c1cccc(S(=O)(=O)N2CCOCC2)c1)c1ccccc1,u,100*,15%,40*,-2%,7%
COc1ccc(C2=NN(c3ccccc3)C(c3ccc(OC)c(OC)c3)C2)cc1 (configuration not stated),u,46*,-17%,20*,10%,-6%
Cc1nn(-c2ccccc2)c2c1C(c1ccncc1)C(C#N)=C(N)O2 (configuration not stated),x,-8,-15%,7,-16%,6%
COc1cccc(NC(=S)NCCCN2CCOCC2)c1,19%,15,0%,-4,-3%,18%
CN(C)C(CNC(=O)c1cccnc1Sc1ccccc1)c1ccco1 (configuration not stated),x,-7,1%,-1,7%,-8%
CCOC(=O)C(C)Sc1nnc(-c2ccccc2O)n1Cc1ccccc1 (configuration not stated),u,-10,-4%,-5,4%,0%

# Quoted at random: two compounds from above.
SMILES,Pf growth 96h,Shiga inhibitor,Pf growth 48h,Cycloheximide cs,FBPA Giardia inh,HCV inh
COc1ccc(C2=NN(c3ccccc3)C(c3ccc(OC)c(OC)c3)C2)cc1 (configuration not stated),u,46*,-17%,20*,10%,-6%
CCOC(=O)N1CCN(c2cc(=O)n(C3CCCCC3)c(=O)[nH]2)CC1,u,-3,-6%,0,-3%,9%

# Just Shiga inhibitor, for some of the entries so far:
Compound	Shiga inhibitor
CCCC(=O)Nc1nn(CC(C)C)c2nc3cc(C)ccc3cc12	5
CCOC(=O)c1ccc(NC(=O)CN2CCN(C(=O)c3ccco3)CC2)cc1	-13

# Next results follow.
SMILES,Pf growth 96h,Shiga inhibitor,Pf growth 48h,Cycloheximide cs,FBPA Giardia inh,HCV inh
CCN(CC)c1ccc(C(=O)OCC(=O)Nc2ccccc2-c2ccccc2)cc1,10µM*,7,u,-1,-3%,8.9µM*
CC(=O)Nc1nc(N2C(=O)c3ccccc3C2=O)n(-c2ccccc2)n1,15%,13,14%,5,-3%,6%
COc1ccc(N/C=C(\C#N)c2nc3ccccc3n2C)c(OC)c1,-92%,81*,u,-2,3%,5µM*
CCC(C)NC(=O)C1CCN(S(=O)(=O)c2cccc3nonc23)CC1 (configuration not stated),16%,-15,41%[activator],-3,-5%,12%
CCOc1ccccc1NC(=O)n1ncc2c(C)cccc21,2%,11,19%,5,-4%,7%
CC(=O)Nc1c(-c2cc(=O)oc3cc(C)ccc23)oc2ccccc12,u,-12,u,-4,0%,-5%
CCc1nc2ccccc2c(C(=O)NCc2ccccc2)c1C,u,-14,u,-5,0%,-15%
O=C1c2ccccc2NC(c2ccccc2O)N1O (configuration not stated),u,-10,x,-2,u,12%
CC(=O)c1ccc(OCc2cc(C(=O)N3CCOCC3)no2)cc1,u,79*,46%[activator],43*,-1%,-6%
COc1ccccc1C(=O)Nc1ccc2c(c1)C(=O)NC2=O,u,22*,27%,28*,-18%,19%
CC1CCCC(C)N1Cc1cn2ccccc2n1 (configuration not stated),-10%,-13,-14%,-3,-1%,16%
Cc1ccccc1NC(=O)Cn1c(C)nc2ccc(NC(=O)C3CC3)cc2c1=O,x,18,u,1,-5%,-13%
CCN(CC(=O)NC1CCS(=O)(=O)C1)C(=O)COc1ccccc1-c1ccccc1 (configuration not stated),x,-14,-5%,-5,2%,-1%
O=C(CSc1nc2ccccc2s1)N/N=C/c1ccc(C(=O)O)cc1,-6%,32,17%,25,7%,18%
CCN1CCN(C(=O)CCc2nc3ccccc3n2-c2ccccc2)CC1,34%[activator],-13,-11%,-3,4%,7%
O=C1NC(=O)N(c2ccccc2)C(=O)/C1=C/c1ccc2c(c1)Cc1ccccc1-2,-2%,82,0%,15,-13%,x
CC1CC(C)CN(CCCNC(=O)c2c(O)nc3ccccn3c2=O)C1 (configuration not stated),u,x,4.1µM*,x,x,6%
CCN(c1ccccc1)S(=O)(=O)c1ccc(OC)c(NC(=O)Cn2cnc3c2c(=O)n(C)c(=O)n3C)c1,u,-22,u,6,3%,-28%
CC(=O)c1ccc(NC(=O)C(C)Sc2nnc3ccccn23)cc1 (configuration not stated),9.3µM*,x,u,x,x,-4%

# A few values from the results shown.
# Result of `CC1CC(C)CN(CCCNC(=O)c2c(O)nc3ccccn3c2=O)C1` (configuration not stated) under HCV inh: 6%
# Result of `O=C1NC(=O)N(c2ccccc2)C(=O)/C1=C/c1ccc2c(c1)Cc1ccccc1-2` under Pf growth 96h: -2%
# Result of `CCN(c1ccccc1)S(=O)(=O)c1ccc(OC)c(NC(=O)Cn2cnc3c2c(=O)n(C)c(=O)n3C)c1` under FBPA Giardia inh: 3%
